From PubChem BioAssay
Fh CTSL1 inh = blocks F. hepatica cathepsin L1 in PFM18AAP counter-screen; AID 1906; actives 0.49% (n = 300,000); recombinant F. hepatica cathepsin L1, Z-Leu-Arg-MCA fluorescence; inhibition, % at 5.96 µM;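 active = inhibition above the mean of all tested compounds plus 3 SD, set per screening campaign, cut at about 17% in these data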;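 also: 0% = plate median of test compound wells and 100% = 1 µM Z-Phe-Ala-diazomethylketone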
GRK2 inh = human GRK2 inhibition via aptamer displacement; P25098; bead flow cytometry, FAM-aptamer displacement from GRK2; inhibition of aptamer binding, % at 10 µM; actives 0.59% (n = 330,000); AID 488847;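 active = inhibition of aptamer binding above 40%, roughly 3 SD of noise, on plates passing a quality check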;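 also: median bead fluorescence of bound FAM aptamer so fluorescent compounds give negative values; no value below 0 was filed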
Target sequence (P25098 whole entry, looked up): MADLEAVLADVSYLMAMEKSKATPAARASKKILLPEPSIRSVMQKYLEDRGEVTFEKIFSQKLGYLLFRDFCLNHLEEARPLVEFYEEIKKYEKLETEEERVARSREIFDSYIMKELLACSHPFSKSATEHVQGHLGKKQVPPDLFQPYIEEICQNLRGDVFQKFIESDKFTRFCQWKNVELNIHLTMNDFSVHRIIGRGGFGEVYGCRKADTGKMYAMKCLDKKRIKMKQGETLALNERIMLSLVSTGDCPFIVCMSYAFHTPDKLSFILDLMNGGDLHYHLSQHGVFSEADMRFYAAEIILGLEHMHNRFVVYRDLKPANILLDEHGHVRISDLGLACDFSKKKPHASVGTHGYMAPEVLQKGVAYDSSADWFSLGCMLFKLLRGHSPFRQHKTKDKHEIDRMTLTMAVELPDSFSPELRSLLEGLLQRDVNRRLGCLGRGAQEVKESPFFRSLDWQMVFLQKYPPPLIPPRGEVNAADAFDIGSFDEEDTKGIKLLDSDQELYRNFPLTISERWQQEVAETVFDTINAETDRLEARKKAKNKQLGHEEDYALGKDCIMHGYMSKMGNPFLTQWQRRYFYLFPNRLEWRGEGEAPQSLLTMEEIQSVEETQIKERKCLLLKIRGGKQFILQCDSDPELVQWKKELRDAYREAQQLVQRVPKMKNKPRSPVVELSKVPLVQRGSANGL
core dimer inh = blocks dimerization of HCV core protein; inhibition, % at 5 µM; TR-FRET GST/Flag-core106 dimerization, 1536-well; actives 0.33% (n = 300,000);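 active = inhibition above the mean of all tested compounds plus 3 SD, set per screening campaign, cut at about 45% in these data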
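Assay system: GST-tagged and Flag-tagged HCV core protein residues 1-106 / Times: compound-protein-antibody incubation 4 h at 22.5 °C / Signal: time-resolved FRET, ex 340 nm, em 617 and 671 nm / Evaluation: % inhibition based on acceptor/donor emission ratio / Benchmarks: wells lacking GST-core106 and wells with excess unlabelled core106 / Repeats: singlicate, one well per compound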
PP1 counter = counter-screen for PP5 inhibitors: inhibitors of human PP1-alpha; P62136; purified PP1alpha, OMFP fluorescence; inhibition, % at 6.7 µM; actives 0.9% (n = 320,000);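 active = inhibition above the mean inhibition of all tested compounds plus 3 SD, computed separately for each screening campaign, cut at about 15% in these data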
GASC-1 inh = blocks human GASC-1 demethylase activity | Q9H3R0 | GST-JMJD2C(1-420) H3K9me3 demethylation, DELFIA europium | inhibition, % at 2.35 µM | actives 0.069% (n = 330,000);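 active = more than half of a compound's replicate wells show inhibition beyond 50%, single wells judged on their own value; inconclusive = some, but no more than half, of replicates pass 50% inhibition; inactive = no replicate passes 50% inhibition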;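 also: signal counts dimethyl H3K9 product captured on neutravidin plate; 0% = median of DMSO wells and 100% = 0.3 times that DMSO median; strong numbers were not always called active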
VLA-4 inh = inhibition in a human VLA-4 binding assay; actives 0.2% (n = 330,000); P13612; VLA-4 expressing cells, ligand binding flow cytometry; inhibition, % (about 7 µM as worked out from the volumes in the protocol); in the data active = inhibition above about 50%
procasp3 activ = activators of human procaspase-3; activation, % at 8.5 µM; P42574; actives 0.11% (n = 330,000); recombinant procaspase-3 D3A, Ac-DEVD-pNA absorbance 405 nm; AID 463141;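 active = activation above the mean of all tested compounds plus 3 SD, cut at about 21% in these data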;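 also: 0% = DMSO alone and 100% = DMSO wells spiked with extra 5 µM PC-3 D3A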
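material = Procaspase-3 D3A mutant | probe or stimulus = Ac-DEVD-pNA | compound = single dose, 8.5 µM nominal compound, 0.8% DMSO | timing = 1 h preincubation, 2 h reaction | measured by = 405 nm absorbance of p-nitroaniline, reads at 0 and 120 min | benchmarks = DMSO-only low control, 5 µM PC-3 D3A high control | repeats = singlicate, each compound tested once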
procasp7 counter = activates human procaspase-7, counter-screen for procaspase-3 activators. P55210. recombinant procaspase-7, Ac-DEVD-pNA absorbance 405 nm; D23A/D198A/D206A triple mutant, cannot self-cleave; scale: DMSO 0, 5 µM enzyme 100. activation, % at 8.5 µM. actives 0.093% (n = 330,000);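 active = percent activation above the screen-wide mean plus 3 SD, cut at about 25% in these data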
Target sequence (P55210 whole entry D23A/D198A/D206A): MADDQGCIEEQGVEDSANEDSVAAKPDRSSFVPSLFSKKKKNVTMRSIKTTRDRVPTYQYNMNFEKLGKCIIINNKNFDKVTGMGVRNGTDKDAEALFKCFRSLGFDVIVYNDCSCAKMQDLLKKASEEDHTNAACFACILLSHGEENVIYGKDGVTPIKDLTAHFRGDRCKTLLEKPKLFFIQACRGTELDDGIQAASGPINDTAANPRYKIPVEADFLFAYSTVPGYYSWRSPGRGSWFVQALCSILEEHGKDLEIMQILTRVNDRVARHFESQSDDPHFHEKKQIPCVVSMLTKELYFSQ
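Assay system: Uncleavable procaspase-7 mutant enzyme / Input: 2 µM procaspase-7 mutant as dispensed / Dosing: single nominal 8.5 µM compound dose, 0.8% DMSO final / Timing: 1 h enzyme–compound preincubation and 2 h substrate reaction, both 25 °C / Detection: p-Nitroaniline absorbance at 405 nm, read at 0 and 120 min / Replication: singlicate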
PP5 inh = PP5 (human) phosphatase inhibition. actives 0.18% (n = 320,000). inhibition, % at 6.7 µM. purified PP5c, OMFP substrate fluorescence. P53041;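 active = inhibition above the campaign's mean inhibition across all tested compounds plus 3 SD, cut at about 9.5% in these data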;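 also: 0% = DMSO only and 100% = 100 µM cantharidin control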
Numbers without * were called inactive; ? = inconclusive; / = no result given; & = joins results of further samples; ! = a repeat was not active. Some of the compounds tested; count on the stated rates, not on these rows.

SMILES	Fh CTSL1 inh	GRK2 inh	core dimer inh	PP1 counter	GASC-1 inh	VLA-4 inh	procasp3 activ	procasp7 counter	PP5 inh
O=C(Nc1ccc2c(c1)OCO2)c1cn(Cc2ccc(F)cc2)nn1	-1	0	4	-4	-16	-9	-2	8	5.4
O=C(O)c1nn(Cc2ccc(Cl)cc2Cl)c2ccccc12	-7	3	10	11	-21	-1	-4	0	3.9
CCOC(=O)c1c(-c2ccc(OC)cc2)oc2ccc(OC(=O)N(C)C)cc12	4	5	7	2	-4	11	-8	14	3.9
O=P(Nc1ccccc1)(Oc1ccccc1)Oc1ccccc1	5	0	2	5	-19	-14	-7	7	3.2
COc1cccc(CN2CCCCC2c2cccnc2)c1 (configuration not stated)	-4	0	2	-2	-2	5	3	0	2.0
Cc1ccc(NC(=O)c2cn(CCC#N)nc2-c2ccc3c(c2)OCCO3)c([N+](=O)[O-])c1	2	3	-8	1	3	10	-6	-3	3.1
CN1CCc2cccc(Cl)c2CC1	-2	1	-2	-2	/	2	-2	7	1.5
Cc1cccc(NC(=S)N2CC3CC(C2)c2cccc(=O)n2C3)c1C (configuration not stated)	0	0	-6	-7	/	20	1	0	2.7
CC[C@H]1CN2CC[C@@]3(C(=O)Nc4ccccc43)[C@@H]2C[C@@H]1/C(=C\OC)C(=O)OC	1	4	-6	0	3	21	8	0	2.7
O=C(c1ccc(CNS(=O)(=O)c2ccc(Br)cc2)cc1)N1CCC2(CC1)OCCO2	-1	0	3	1	-2	2	-4	0	-0.3
COC(=O)C1=C(c2ccc(OC)c(OC)c2)C[C@@H]2CC[C@H]1N2C(=O)N1CCOCC1	/	0	/	1	-5	0	0	-6	1.8
Oc1c(Br)cc(Br)cc1Oc1ccc(Br)cc1Br	-1	0	10	2	4	0	1	-12	0.9
CCOP1(=S)Oc2cc3c(cc2C(C(=O)OC)(C(F)(F)F)O1)OCO3 (configuration not stated)	4	1	-6	-3	0	-3	-13	-27	-1.0
O=C1/C(=C/c2ccncc2)N2CCC1CC2	-2	0	-2	2	2	0	1	2	-0.1
CC1C(C)N1CC(O)Cn1ccnc1[N+](=O)[O-] (configuration not stated)	-1	6	3	-2	1	14	6	4	1.2
c1ccc2c(CCNCc3ccc4c(c3)OCO4)c[nH]c2c1	-3	0	-4	0	-6	-1	-7	7	-0.6
COc1cccc(C(=O)C2CCCN(Cc3cccc4c3OCO4)C2)c1 (configuration not stated)	4	2	-1	2	-6	8	13	3	1.8
Cc1ccc(OCC(=O)N2CCN(C)CC2)c(Br)c1	-3	0	-1	-4	4	10	6	15	-1.6
COC(=O)C1=C(c2cccc(OCc3ccccc3)c2)C[C@@H]2CC[C@H]1N2C(=O)NCCCc1ccccc1	/	0	/	14	-3	1	-2	0	-0.1
CCCNS(=O)(=O)c1ccc(OCC(=O)N2CCN(C)CC2)cc1	-2	2	-1	-1	0	-1	13	-7	2.2
CCC(C(=O)N1CCC2(CC1)OCCO2)n1c2ccccc2c2nc(=O)cc(C)n21 (configuration not stated)	1	0	-13	-3	1	10	-3	3	-0.7
COc1ccc(NC(=O)c2cn(CCC#N)nc2-c2ccccc2)cc1	6	0	-10	-7	-9	2	-1	10	2.9
Cc1ccc(-n2c(O)c(C=NCCC3=CCCCC3)c(=O)[nH]c2=O)cc1	10	4	1	-3	-18	15	-2	-3	3.5
O=C(COc1ccc(Br)cc1)N1CCN(Cc2ccc3c(c2)OCO3)CC1	-2	2	-4	-1	-7	-15	0	-3	-0.6
Cc1cc(C=C2C(=O)NC(=O)NC2=O)c(C)n1-c1ccncc1	-4	2	-1	-4	17	6	0	-14	-0.7
Additional structures.
SMILES	Fh CTSL1 inh	GRK2 inh	core dimer inh	PP1 counter	GASC-1 inh	VLA-4 inh	procasp3 activ	procasp7 counter	PP5 inh
CC1=NN(c2ccccc2)C(=O)/C1=C/c1c(O)[nH]c(=O)[nH]c1=O	-1	1	-3	5	3	-3	-2	-8	0.4
O=c1[nH]c(O)c(N=Nc2cc(C(F)(F)F)ccc2Cl)c(=O)[nH]1	4	0	4	-5	-1	-3	-1	6	0.8
O=C1c2ccccc2C(=O)N1Cc1nc2ccccc2c(=O)n1-c1cccnc1	3	1	2	1	1	8	5	7	-0.5
COc1c(C)cc(C(=O)C2CCCN(Cc3cccc(C)n3)C2)cc1C (configuration not stated)	-2	0	-3	-5	23	5	8	10	1.8
CN(C)CC#CCOCCOCCC#N	-4	1	-1	-5	26	1	5	8	0.3
COc1ccccc1-n1c(O)c(C=NCCCn2ccnc2)c(=O)[nH]c1=O	0	2	-6	-1	13	0	5	1	-0.6
CCCCC(=O)N/N=C/c1c(O)n(CC)c(=S)[nH]c1=O	0	2	9	-1	-13	-9	-5	-2	-0.4
CCCCCn1c(=O)c(C(=O)Nc2ccccc2)c(O)c2ccccc21	-8	0	3	-5	-5	6	-4	-15	0.5
CN1C(=O)C(=Cc2ccccc2Oc2ccc(Cl)cc2)C(=O)N(C)C1=O	-1	1	14	-4	9	11	2	-2	1.6
Cc1ccc(C(=O)NC(O)C(Cl)(Cl)Cl)cc1 (configuration not stated)	7	19	-16	7	6	-16	6	10	-6.1
Cc1cccc(NC(=O)N2CCCC2)c1	4	0	-9	4	6	21	0	7	0.6
Clc1ccc(CNC2CN3CCC2CC3)cc1 (configuration not stated)	-3	0	-2	-2	10	8	4	6	-2.0
O=C(COc1ccc2ccccc2c1)N1CCN(CC2CC3C=CC2C3)CC1 (configuration not stated)	0	4	10	1	-7	7	1	-8	6.9
Cc1noc(C)c1CSCC(=O)Nc1ccc(C#N)c(Cl)c1	/	0	/	/	11	4	11	2	/
CN(C)c1ccc(NC(=O)CN2C(=O)CN=C(c3ccccc3)c3cc(Cl)ccc32)cc1	5	0	-4	2	-2	18	5	4	2.2
COC(=O)C1=C(c2cccc(C#N)c2)C[C@@H]2CC[C@H]1N2C(=O)NCCO	/	0	/	6	-5	6	4	-10	0.8
CC/C(=C(\c1ccccc1)c1ccc(OCCN(C)C)cc1)c1ccccc1	1&4	0&0	-16&-18	17*!	-29&-8	9&16	3&-1	-12&-8	3.5&6.1
Cc1cc(OCC(=O)NC2CCS(=O)(=O)C2)c2c3c(c(=O)oc2c1)CCC3 (configuration not stated)	-1	2	-3	-2	1	-1	3	4	1.7
CCCCn1c(O)c(C(C)=Nc2cccc(C(=O)O)c2)c(=O)[nH]c1=O	4	5	-1	0	-2	-4	-6	-1	1.9
COC(=O)C1=C(c2c(C)noc2C)C[C@@H]2CC[C@H]1N2C(=O)NCCCOC(C)C	/	1	/	-3	12	14	4	7	1.2
COc1ccccc1-n1c(O)c(/C=N/N2CCCCC2)c(=O)n(-c2ccccc2OC)c1=S	1	1	1	-4	-6	16	-2	-4	-2.1
O=C1CSC2N1CCNC21CCCCC1 (configuration not stated)	-1	1	-5	-2	-7	6	0	16	-2.1
Cc1ccccc1C(O)(Cc1ccccc1)C1CN2CCC1CC2 (configuration not stated)	-6	7	-4	-5	35	26	-5	1	4.1
CCc1ccc(-n2c(O)c(/C=N/N3CCCCC3c3cccnc3)c(=O)[nH]c2=O)cc1 (configuration not stated)	5	22	7	-1	-3	32	3	-1	0.6
CN1C(=O)C(=Cc2cn(CC(=O)N3CCCCC3)c3ccccc23)C(=O)N(C)C1=O	1	0	2	-7	-4	6	-4	5	-1.8
New compounds follow
SMILES	Fh CTSL1 inh	GRK2 inh	core dimer inh	PP1 counter	GASC-1 inh	VLA-4 inh	procasp3 activ	procasp7 counter	PP5 inh
Cc1nc2ccccc2c(=O)n1-c1ccc(Cl)cc1[N+](=O)[O-]	3	3	-1	-5	-1	1	-6	2	0.0
COc1ccc(N2C(=O)NC(=O)/C(=C\c3ccccc3[N+](=O)[O-])C2=O)cc1	2	0	-7	-10	6	-5	-15	-18	3.1
CCCCCSc1cc(O)c(C(CNC)C(C)C)cc1OC (configuration not stated)	-4	0	-8	1	47	11	0	0	0.7
COC(=O)C1=C(c2ccc(F)cc2OCc2ccccc2)C[C@@H]2CC[C@H]1N2C(=O)NCCc1ccc(F)cc1	/	0	/	9	-1	18	2	9	2.8
CC1=CC(=O)OC2CC3OC4C[C@@H](C)C5OC6CC7O[C@]8(C)C/C=C\C9OC%10CC%11OC(CC(C)C%12OCCO%12)CC(O)[C@]%11(C)OC%10CC9OC8C[C@]7(C)O[C@]6(C)CCC5OC4C[C@]3(C)OC12 (some centres not stated)	/	1	/	/	/	2	-1	7	/
C/C(=N\N1CCCCCC1)c1c(O)n(-c2ccc(C)cc2)c(=O)[nH]c1=O	-2	2	13	-5	0	-6	6	-3	0.7
CC(=NCCN1CCCCC1)c1c(O)n(Cc2ccccc2)c(=O)[nH]c1=O	5	0	1	0	16	0	-7	-16	1.8
CC1CCN(C(=O)CCl)CC1	6	0	3	-2	6	5	5	-2	-0.4
FC(F)(F)c1ccccc1NC1=NCCCS1	-6	2	-4	-2	6	1	5	-6	0.1
CC(=NCCCN1CCOCC1)c1c(O)[nH]c(=O)[nH]c1=O	-2	2	1	4	1	4	2	0	1.2
COC(=O)C1=C(c2ccc(OC(F)(F)F)cc2)C[C@@H]2CC[C@H]1N2C(=O)NC1CCCCC1	/	0	/	0	2	0	5	-1	5.7
COC(=O)C1=C(c2ccccc2OCc2ccccc2)C[C@@H]2CC[C@H]1N2C(=O)NCc1ccc(OC)c(OC)c1	/	1	/	-6	1	-11	1	-1	1.6
C(CCc1nn[nH]n1)CCc1nn[nH]n1	1	3	12	-4	-12	5	-6	4	-0.8
COC(=O)C1=C(N)Oc2cc(C)oc(=O)c2C12C(=O)Nc1ccccc12 (configuration not stated)	5	4	1	-5	-11	38	-5	4	-0.5
Cc1[nH]n(-c2ccccc2)c(=O)c1C(c1ccc([N+](=O)[O-])cc1)c1c(C)[nH]n(-c2ccccc2)c1=O	-5	7	-4	-1	?	7	0	1	9.9*
CC(C)OP(=O)(Oc1ccc(C(O)C(Cl)(Cl)Cl)cc1)OC(C)C (configuration not stated)	-5	0	-1	-2	-23	2	4	3	1.8
CC(=O)O[C@]1(C)C(=O)OC/C2=C/CN(C)CCC(OC(=O)[C@@](O)(C(C)O)C[C@H]1C)C2=O (some centres not stated)	-2	1	3	1	-29	-10	-1	-3	-2.1

Laid out differently: results already given
COC(=O)C1=C(c2ccccc2OCc2ccccc2)C[C@@H]2CC[C@H]1N2C(=O)NCc1ccc(OC)c(OC)c1
  Fh CTSL1 inh: / | GRK2 inh: 1 | core dimer inh: / | PP1 counter: -6 | GASC-1 inh: 1 | VLA-4 inh: -11 | procasp3 activ: 1 | procasp7 counter: -1 | PP5 inh: 1.6
C(CCc1nn[nH]n1)CCc1nn[nH]n1
  Fh CTSL1 inh: 1 | GRK2 inh: 3 | core dimer inh: 12 | PP1 counter: -4 | GASC-1 inh: -12 | VLA-4 inh: 5 | procasp3 activ: -6 | procasp7 counter: 4 | PP5 inh: -0.8
